697 NFkB inh: inhibitors of the PMA/ionomycin-induced NF-kB reporter in 697 B cells; inhibition, % at 4 µM; 697 B-cell NF-kB luciferase reporter, 16 h; AID 435022; 330,000 tested, 0.33% active; in the data active = inhibition above about 35%
Mdm2-MdmX inh: human Mdm2/MdmX binding inhibition. SaOS-2 split-luciferase Mdm2/MdmX complementation, luminescence. inhibition, % at 8 µM. 330,000 tested, 3% active. AID 485346;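 active = inhibition of at least 50% at 8 µM in the primary screen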
Jurkat NFkB inh: lowers PMA/ionomycin-induced NF-kB signal in Jurkat cells; 330,000 tested, 0.53% active; inhibition, % at 4 µM; PMA/ionomycin-induced NF-kB luciferase reporter, luminescence; in the data active = inhibition above about 50%
EBI2 antag: blocks human EBI2 receptor beta-arrestin signaling; P32249; EBI2 beta-arrestin recruitment, luminescence, 7a,25-OHC stimulated; inhibition, % at 5 µM; 360,000 tested, 0.81% active; in the data active = inhibition above about 38%;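 note: enzyme fragment complementation signal reports receptor beta-arrestin coupling in cells; 0% = agonist plus DMSO wells and 100% = wells without agonist; some results beyond the cut were filed as inactive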
Target sequence (P32249 whole entry, looked up, the tested form may be a part): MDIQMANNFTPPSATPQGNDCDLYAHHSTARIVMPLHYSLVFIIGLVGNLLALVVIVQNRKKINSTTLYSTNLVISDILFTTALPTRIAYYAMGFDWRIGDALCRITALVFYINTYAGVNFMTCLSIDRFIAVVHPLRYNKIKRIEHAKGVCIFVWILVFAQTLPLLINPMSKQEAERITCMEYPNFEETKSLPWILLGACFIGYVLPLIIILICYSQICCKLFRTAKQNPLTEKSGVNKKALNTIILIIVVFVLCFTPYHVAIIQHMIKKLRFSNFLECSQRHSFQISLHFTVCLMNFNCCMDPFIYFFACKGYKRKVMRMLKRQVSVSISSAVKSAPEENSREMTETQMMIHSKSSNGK
Gli-Sufu block: antagonists of Gli-Sufu signaling; Sufu-KO-LIGHT fibroblasts, Gli luciferase reporter luminescence; inhibition, % at 5 µM; 340,000 tested, 0.74% active; AID 588413;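 active = inhibition above about 55%, limit read from the data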;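 note: 0% = DMSO-treated cells and 100% = wells with medium but no cells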
CHOP UPR activ: apoptotic UPR (CHOP) activation; 330,000 tested, 0.34% active; CHO-CHOP luciferase reporter, luminescence; percent of tunicamycin response over DMSO baseline; AID 449763; activation, % at 10 µM;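 active = at 10 µM dose, activation of 40% or more, normalized to positive control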;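 note: 100% = tunicamycin at 10 µg/mL and 0% = DMSO alone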
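Assay system: CHO-CHOP cells, stable luciferase reporter of PERK-eIF2a-CHOP signalling / Buffer or medium: F12 plus 10% serum / Compound dosing: one dose, 10 µM in 0.5% DMSO / Times: 6 h compound treatment, 37 °C / Technique: luciferase luminescence / Read-out: % reporter activation, DMSO baseline versus tunicamycin full activation / Benchmarks: tunicamycin and DMSO controls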
CCR6 antag: CCR6 (human) receptor antagonism; P51684; CHO-K1 CCR6 PathHunter beta-arrestin, luminescence, CCL20-stimulated; inhibition, % at 20 µM; 340,000 tested, 0.49% active; AID 493098;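 active = compounds whose inhibition of the agonist-driven luminescence signal at 20 µM reaches about 50%, limit read from the data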;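 note: cells stimulated with CCL20 at 14 nM final; plate controls were DMSO with CCL20 for no effect and DMSO without agonist for full effect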
Target sequence (P51684 whole entry, looked up): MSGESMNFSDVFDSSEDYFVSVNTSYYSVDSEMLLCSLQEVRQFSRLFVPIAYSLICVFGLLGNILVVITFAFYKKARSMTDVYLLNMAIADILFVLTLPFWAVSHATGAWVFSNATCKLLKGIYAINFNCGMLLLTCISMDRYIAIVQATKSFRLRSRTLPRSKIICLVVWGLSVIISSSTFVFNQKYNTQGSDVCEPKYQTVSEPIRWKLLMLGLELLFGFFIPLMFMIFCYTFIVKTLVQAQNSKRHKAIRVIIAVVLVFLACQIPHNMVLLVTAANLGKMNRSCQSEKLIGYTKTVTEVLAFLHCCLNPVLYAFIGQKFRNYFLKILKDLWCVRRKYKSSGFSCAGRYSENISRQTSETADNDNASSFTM
CXCR6 inh: CXCR6 (human) receptor inhibition | O00574 | CHO-K1 PathHunter CXCR6 beta-arrestin, luminescence | 360,000 tested, 0.36% active | inhibition, % at 20 µM; in the data active = inhibition above about 34%, passing the limit was not always enough;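 note: antagonist mode with CXCL16 agonist at 10 nM final; 0% = 10 nM CXCL16 with DMSO and 100% = unstimulated wells without agonist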
Target sequence (O00574 whole entry, looked up): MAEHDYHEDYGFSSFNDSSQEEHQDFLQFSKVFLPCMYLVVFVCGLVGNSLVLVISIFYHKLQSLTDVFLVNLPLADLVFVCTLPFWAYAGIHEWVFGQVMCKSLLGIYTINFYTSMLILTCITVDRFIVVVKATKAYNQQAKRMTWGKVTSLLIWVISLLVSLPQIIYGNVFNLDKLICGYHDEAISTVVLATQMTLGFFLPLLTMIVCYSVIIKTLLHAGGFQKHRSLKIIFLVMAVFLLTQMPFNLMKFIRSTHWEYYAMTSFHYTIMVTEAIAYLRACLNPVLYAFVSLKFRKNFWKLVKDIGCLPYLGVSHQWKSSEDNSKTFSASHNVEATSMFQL
XBP1 UPR activ: adaptive UPR (XBP1) activation; CHO-XBP1 luciferase reporter, IRE1-XBP1 UPR activation, luminescence; percent of tunicamycin response, DMSO as zero; activation, % at 20 µM; 330,000 tested, 0.33% active;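 active = versus positive control, 20 µM dose yields 30% or more activation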;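 note: 100% = tunicamycin at 10 µg/mL and 0% = DMSO only wells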
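Material: IRE1-XBP1 luciferase reporter CHO line / Quantity: one thousand reporter cells per well / Buffer or medium: F12 with 10% serum / Compound: 20 µM single concentration, DMSO 1% / Times: 6 h treatment, 37 °C / Detection: Steady-Glo luciferase glow luminescence, 10 min after reagent addition / Benchmarks: tunicamycin high, DMSO low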
The depositor's hits bear a star; nt = no result given.

SMILES | 697 NFkB inh | Mdm2-MdmX inh | Jurkat NFkB inh | EBI2 antag | Gli-Sufu block | CHOP UPR activ | CCR6 antag | CXCR6 inh | XBP1 UPR activ
Cc1nnc(NC(=O)c2c(-c3ccccc3)noc2C)s1 | -7 | -15 | -4 | -10 | -1 | -1.5 | -19 | 7 | 1
N#Cc1c(Cl)cccc1N1CCCC1 | 1 | 22 | 11 | -19 | 0 | -0.8 | 8 | 0 | 5
COc1ccc(-c2noc(C3CCCN(C(=O)c4ccc(F)cc4)C3)n2)cc1 (configuration not stated) | -5 | 18 | 8 | -11 | 4 | 5.0 | 1 | -3 | -2
Cc1c(C(=O)NCCCN2CCOCC2)sc2nc(-c3ccc(F)cc3)cn12 | 16 | -33 | -1 | 0 | 6 | 3.2 | 0 | -9 | 0
Cc1ccc(S(=O)(=O)N2CCN(c3ncccn3)CC2)c(C)c1 | -22 | 10 | 6 | 8 | -8 | 1.4 | 4 | -3 | -3
O=C(NCc1cccnc1)c1ccc(CS(=O)(=O)Cc2ccc(Cl)cc2)o1 | 13 | -7 | 16 | -8 | -7 | -1.8 | 0 | -17 | 2
CCOC(=O)C1(Cc2ccccc2C)CCCN(S(=O)(=O)CC)C1 (configuration not stated) | 3 | 11 | 4 | -5 | 1 | 2.2 | 9 | -2 | -3
S=c1[nH]nc(-c2ccncc2)n1Cc1ccco1 | 19 | 10 | -1 | 5 | 8 | -1.0 | 14 | 10 | 1
COc1ccc(OCC(=O)Nc2cc(OC)ccc2N2CCCCC2)cc1 | 3 | 28 | -2 | 26 | -3 | 1.6 | 4 | 1 | -4
Cc1cc(C(=O)Nc2cccc(C(=O)O)c2)c(C)o1 | -17 | 1 | -12 | -15 | -11 | -0.1 | -15 | -4 | -2

Four of these compounds in another layout:
Values run as follows: 697 NFkB inh | Mdm2-MdmX inh | Jurkat NFkB inh | EBI2 antag | Gli-Sufu block | CHOP UPR activ | CCR6 antag | CXCR6 inh | XBP1 UPR activ
Cc1cc(C(=O)Nc2cccc(C(=O)O)c2)c(C)o1
 : -17 | 1 | -12 | -15 | -11 | -0.1 | -15 | -4 | -2
CCOC(=O)C1(Cc2ccccc2C)CCCN(S(=O)(=O)CC)C1 (configuration not stated)
 : 3 | 11 | 4 | -5 | 1 | 2.2 | 9 | -2 | -3
Cc1nnc(NC(=O)c2c(-c3ccccc3)noc2C)s1
 : -7 | -15 | -4 | -10 | -1 | -1.5 | -19 | 7 | 1
N#Cc1c(Cl)cccc1N1CCCC1
 : 1 | 22 | 11 | -19 | 0 | -0.8 | 8 | 0 | 5

(list continues)
SMILES | 697 NFkB inh | Mdm2-MdmX inh | Jurkat NFkB inh | EBI2 antag | Gli-Sufu block | CHOP UPR activ | CCR6 antag | CXCR6 inh | XBP1 UPR activ
O=C(NCCc1ccc(Cl)cc1)Nc1cccc(Cl)c1 | 1 | 31 | -1 | 29 | 1 | 3.1 | -10 | -6 | 1
COc1cc(NC(=O)Cc2ccccc2)ccc1NC(=O)c1ccccc1 | -4 | -5 | 2 | 9 | -8 | 0.6 | 11 | 1 | -5
CCc1noc(C)c1C(=O)Nc1cc(S(=O)(=O)N2CCOCC2)ccc1OC(C)C | -30 | 22 | -22 | -4 | 1 | 1.9 | 15 | -1 | 1
CC[C@]12c3[nH]c4cc(CCC(=O)N(C)C)ccc4c3CCN1C(=O)[C@@H](CC(=O)NCC13CC4CC(CC(C4)C1)C3)C[C@@H]2C(=O)N1CCN(C(=O)C2CC2)CC1 | 3 | -15 | nt | -4 | 10 | 2.1 | 9 | 9 | -1
O=C(NCCc1ccccc1)c1ccc(-c2ccccc2C(F)(F)F)o1 | 5 | -21 | 6 | nt | -14 | 1.6 | 3 | nt | 3
O=C(CCc1ccccc1)N/N=C/c1cccc(O)c1 | -3 | 27 | -15 | 5 | -1 | 0.3 | 5 | -6 | 0
CC(=O)N1CCc2c(sc3c2c(=O)n(Cc2ccccc2)c(=O)n3CC(=O)NCC2CCCO2)C1 (configuration not stated) | 10 | 8 | -5 | -9 | 6 | 2.4 | 7 | -1 | -1
COc1ccccc1N(CC(O)CN1CCOCC1)S(=O)(=O)c1ccccc1 (configuration not stated) | 8 | 6 | 14 | -3 | 25 | 0.2 | 4 | -2 | -2
CN(C)c1ccc(C=NNC(=O)c2cccc3ccccc23)c(Cl)c1 | nt | nt | nt | 5 | 6 | nt | 9 | -1 | nt
CCOc1ncccc1C(=O)OCC(=O)N1CC(=O)Nc2ccccc21 | -20 | 2 | -1 | -3 | 1 | 1.8 | -4 | -7 | 1
O=C(CCc1ccccc1)NC(c1cccs1)c1cc(Cl)c2cccnc2c1O (configuration not stated) | nt | nt | nt | 1 | 25 | nt | 24 | -4 | nt
CCCOc1ccc(C2NC(=O)NC(c3ccccc3)=C2C(C)=O)cc1OCC (configuration not stated) | 5 | 15 | 3 | -7 | 2 | 0.8 | -4 | 0 | 2
Cc1ccc(CSc2ncnc3c2cnn3Cc2ccccc2)cc1 | 33 | -1 | -10 | 11 | 0 | -1.5 | 0 | -5 | -1
CN(c1ccc(C(=O)NCCSCc2ccc(Cl)cc2)cc1)S(=O)(=O)c1ccccc1 | -15 | 0 | 16 | 14 | 6 | 0.6 | 12 | -5 | -1
CN(C(=O)c1ccc(Br)o1)C1CCS(=O)(=O)C1 (configuration not stated) | 7 | 10 | 2 | -4 | 0 | 0.5 | -6 | -8 | 0
CCCC(=O)NCC(c1cccs1)S(=O)(=O)c1ccc(Cl)cc1 (configuration not stated) | -3 | -8 | 0 | -2 | -11 | -3.4 | 32 | 3 | -3
COc1ccc(Cc2nc3ccc(C(=O)NCCc4ccccn4)cc3o2)cc1OC | -15 | -8 | -6 | -2 | 0 | 3.6 | -4 | 1 | -2
C=CCn1c(=S)[nH]c2scc(-c3ccc(C)o3)c2c1=O | -13 | -41 | 4 | 4 | -2 | -1.3 | 5 | 8 | -1
CCOC(=O)Nc1ccc2c(COC(=O)c3ccccc3O)cc(=O)oc2c1 | -2 | 8 | -3 | 19 | 11 | 2.8 | 10 | 5 | 4
COC(=O)c1ccc(NC(=O)CSc2nnc(-c3ccncc3)n2N)cc1 | 1 | -5 | 12 | 11 | 1 | -1.7 | -14 | 5 | -2

Arranged by value in CCR6 antag (ascending): 3 of the compounds above
canonical_smiles	697 NFkB inh	Mdm2-MdmX inh	Jurkat NFkB inh	EBI2 antag	CCR6 antag	CXCR6 inh	XBP1 UPR activ
O=C(NCCc1ccccc1)c1ccc(-c2ccccc2C(F)(F)F)o1	5	-21	6	nt	3	nt	3
COc1ccc(OCC(=O)Nc2cc(OC)ccc2N2CCCCC2)cc1	3	28	-2	26	4	1	-4
O=C(CCc1ccccc1)NC(c1cccs1)c1cc(Cl)c2cccnc2c1O (configuration not stated)	nt	nt	nt	1	24	-4	nt

Next results
SMILES | 697 NFkB inh | Mdm2-MdmX inh | Jurkat NFkB inh | EBI2 antag | Gli-Sufu block | CHOP UPR activ | CCR6 antag | CXCR6 inh | XBP1 UPR activ
Cn1cc(CNCCN2CCCCC2=O)c(-c2cccc(Cl)c2)n1 | -2 | -2 | -28 | 2 | 20 | -0.3 | 4 | -2 | -2
CN(Cc1cc(Cl)cc(Cl)c1O)Cc1c(O)ccc2ccccc12 | nt | nt | nt | 5 | 0 | nt | 17 | 3 | nt
CC1(C)Cc2noc(N)c2C(C)(C)N1OC(=O)c1cccs1 | -8 | -5 | 8 | -4 | 1 | 0.5 | -4 | 2 | -2
N#CCCN(CCC#N)C(=O)C1c2ccccc2Oc2ccccc21 | 12 | 23 | 8 | 6 | 22 | -0.2 | 15 | 0 | -3
O=C(c1ccc(CSc2ccc(Cl)cc2)cc1)N1CCOCC1 | -8 | -15 | -5 | -9 | 8 | 2.2 | 10 | -1 | 2
CC(=O)Nc1ccc(S(=O)(=O)Nc2cccc(-c3nc4ccccc4o3)c2)cc1 | -9 | 18 | 0 | 4 | 6 | -3.2 | -4 | -5 | 1
NC(=O)[C@@H]1CCCNc2c(F)cc([N+](=O)[O-])cc2C(=O)N[C@@H](CO)C(=O)NCC(=O)N1 | -2 | 0 | 0 | -9 | -3 | 1.2 | -3 | 1 | 3
Cc1c(Cl)cccc1NC(=S)N1CCC(C(N)=O)(N2CCCCC2)CC1 | -17 | 2 | 1 | -5 | 7 | -0.6 | 13 | -12 | 6
Cc1cccc(N(C(=O)CCC(=O)Nc2ccccn2)C(C(=O)NC(C)C)c2ccc(O)cc2)c1 (configuration not stated) | -10 | 17 | 5 | -6 | -54 | 2.0 | 23 | 1 | -6
Cn1c(SCCN2CCOCC2)nc2sc3c(c2c1=O)CCCC3 | -36 | -20 | -16 | 2 | -3 | 2.5 | 6 | -3 | -2
COc1ccc(S(=O)(=O)N2CCC3(CC2)OCCN3S(=O)(=O)c2cccs2)cc1OC | 5 | 8 | 5 | 1 | 8 | -1.4 | 7 | 1 | 0
CCN(CC)C1CCS(=O)(=O)C1 (configuration not stated) | 5 | 17 | -2 | -13 | 3 | -1.1 | 8 | -3 | 2
Cc1nn(C)cc1S(=O)(=O)N1CCN(c2ccccc2)CC1 | 7 | -1 | -16 | 9 | -4 | -0.6 | 0 | -7 | -6
COc1cc(C)ccc1Oc1ncnc(N)c1[N+](=O)[O-] | -10 | 12 | 9 | -5 | 8 | 1.0 | 0 | -5 | -2
COc1ccc2[nH]c3c(c2c1)CCN1C(=O)C(CC(=O)NCC24CC5CC(CC(C5)C2)C4)C[C@H](C(=O)N2CCOCC2)[C@@]31CCC1CCCC1 (some centres not stated) | -1 | 77* | nt | 22 | 15 | 24 | 14 | -5 | 6
CCc1nnc(NC(=O)C(=O)NCCOC(=O)c2ccccc2)s1 | 12 | -7 | 2 | -13 | -2 | 0.9 | 5 | 0 | -3
COc1ccc(N2CC(C(=O)Nc3ccccc3C(=O)NCc3ccco3)CC2=O)cc1 (configuration not stated) | 6 | 1 | -2 | -5 | -2 | 1.4 | 12 | 3 | -2
CCN(CC(=O)Nc1ccc(NC(C)=O)cc1)C(=O)c1cc2c(s1)CCCC2 | 22 | -11 | 0 | -3 | 3 | 0.0 | 5 | 3 | 2
COCCn1c(C)cc(/C=C2/SC(=O)N(CC(=O)N3CCCC3)C2=O)c1C | -5 | 3 | -2 | -5 | -24 | 1.3 | 7 | 7 | 3
Cc1ccc(NC(=O)COc2ccccc2C(=O)Nc2ccccc2)cc1Cl | 34 | -20 | 3 | -6 | -10 | 1.9 | 8 | -2 | -1
CC(=O)Cc1nsc(NC(=O)c2csc3c2CCCC3)n1 | -32 | -4 | -13 | -5 | -6 | 3.1 | -8 | -3 | 6
O=C(CSc1nnc(-c2ccccc2)o1)N1CCCCC1 | -63 | -22 | -71 | -9 | -39 | 5.2 | 11 | -2 | -4
CC1CN(S(=O)(=O)c2ccccc2)CN1C(=O)N1CCOCC1 (configuration not stated) | 10 | 26 | 17 | -3 | 24 | 1.2 | 16 | -5 | -8
Cc1ccccc1S(=O)(=O)N1CC(C(=O)O)=CC[C@H]1c1ccc(Cl)cc1 | 10 | 15 | 16 | -6 | 8 | 0.9 | 4 | -2 | 1
Cc1ccc(S(=O)(=O)Cn2nnnc2C(CC(C)C)N2CCN(c3ccccc3)CC2)cc1 (configuration not stated) | 18 | 14 | 7 | 19 | 0 | -0.6 | 16 | 6 | -2
Cc1ccc(Sc2nc(C)c([N+](=O)[O-])c(C)c2C#N)cc1 | -20 | 24 | 0 | -43 | 8 | -0.7 | 8 | 0 | -1
C[C@@H]1ON(C2CCCCC2)[C@H]2c3nc4ccccc4n3C[C@@H]12 | 7 | 13 | 13 | -7 | -4 | -1.7 | -2 | -1 | 3

Assay outcomes deposited in PubChem BioAssay by Sanford-Burnham Center for Chemical Genomics.
